Cycloheximide cs – counter-screen hit for Shiga toxin inhibitors, cycloheximide; cell reporter, cycloheximide protein synthesis inhibition counterscreen; actives 12% (n = 300,000); max response, %; in the data active means max response mostly above about 13%, no sharp cut-off; inactive means mostly below about 14%; further: read at 38.3 µM for the half of the compounds with a filed dose; 0% is about no effect
HCV inh – inhibitors of hepatitis C virus infection. Huh7.5.1 HCVcc-Cre infection, luciferase reporter, 44 h. Potency, µM (doses to about 41.8 µM), for the others: at the highest dose activity change, negative = inhibition, usual class: inhibitors. actives 3.4% (n = 340,000); further: potency means the concentration at half of the fitted maximal effect; on the % scale 0 is the no-effect control and ±100 the full control effect
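After 44 h co-culture of compound, cells and HCVcc-Cre (~0.5 moi), substrate is added for 15 min at room temperature and luciferase measured over 15 sec. Cells were seeded at 1,000/well and pre-cultured 4 h.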
Shiga toxin inh – Shiga toxin inhibition. Vero cells, Shiga toxin protein synthesis inhibition reporter. inhibition, % at 38.7 µM. actives 9.2% (n = 290,000). AID 2315; in the data active means inhibition mostly above about 28%, no sharp cut-off; inactive means mostly below about 43%; further: 0% is about no effect
LmPK inh – LmPK (Leishmania mexicana) enzyme inhibition; Q27686; purified LmPK, Kinase-Glo ATP luminescence, 1 h; Potency, µM (doses to about 57.5 µM), for inactives: top-dose activity change, negative = inhibition, actives largely listed as inhibitors; actives 0.37% (n = 290,000); further: potency means the concentration at half of the fitted maximal effect; on the % scale 0 is the no-effect control and ±100 the full control effect
Target sequence (Q27686 whole entry, looked up): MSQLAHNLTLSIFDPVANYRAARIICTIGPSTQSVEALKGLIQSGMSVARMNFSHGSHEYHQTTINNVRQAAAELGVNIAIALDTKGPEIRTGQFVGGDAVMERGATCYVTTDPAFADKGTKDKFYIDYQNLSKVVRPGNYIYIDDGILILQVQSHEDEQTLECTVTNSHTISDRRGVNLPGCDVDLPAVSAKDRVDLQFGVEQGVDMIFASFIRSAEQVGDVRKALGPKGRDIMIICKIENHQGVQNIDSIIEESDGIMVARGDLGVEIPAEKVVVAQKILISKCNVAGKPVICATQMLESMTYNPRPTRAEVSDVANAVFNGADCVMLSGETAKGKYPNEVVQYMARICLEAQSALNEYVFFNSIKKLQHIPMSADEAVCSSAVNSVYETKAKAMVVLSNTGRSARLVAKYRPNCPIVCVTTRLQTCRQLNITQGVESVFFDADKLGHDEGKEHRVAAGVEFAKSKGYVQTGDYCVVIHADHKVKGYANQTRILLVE
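Pyruvate kinase activity monitored as ATP production (luciferase luminescence). Conditions: 0.1 nM enzyme, 0.5 mM PEP, 0.1 mM ADP, 1 h, RT; normalized against uninhibited and no-enzyme wells.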
Pf growth 96h – P. falciparum growth inhibition at 96 hours. P. falciparum luciferase reporter growth, 96 h. Potency, µM (doses to about 28.7 µM), for the others: at the highest dose activity change, negative = inhibition, hits mostly inhibitors. actives 6.9% (n = 320,000). AID 504834; further: potency means the concentration at half of the fitted maximal effect; on the % scale 0 is the no-effect control and ±100 the full control effect
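Delayed-death screen, second-generation endpoint: infected erythrocytes, 2% hematocrit, 0.05% parasitemia final; 96 hours at 37 C, 5% CO2; luciferase detection reagent; luminescence decrease equals reduced growth.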
Tb PYK inh – T. brucei pyruvate kinase inhibition | Q57TT1 | actives 0.12% (n = 410,000) | Potency, µM (highest dose often 76.8 µM), for the others: top-dose activity, negative = inhibition, hits mostly inhibitors | TbPYK enzyme, Kinase-Glo Plus ATP luminescence, 45 min | AID 624173; further: potency means the concentration at half of the fitted maximal effect; on the % scale 0 is the no-effect control and ±100 the full control effect; nearly all actives have a fitted effect of over 50% in size
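TbPYK + substrate in 50 mM TEA pH 7.2, 100 mM KCl, 10 mM MgCl2, 0.05% BSA, 0.01% Tween-20; cpd pinned; ADP 130 uM final; 45 min RT; Kinase-Glo Plus 10 min; luminescence endpoint.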
Pf growth 48h – inhibits P. falciparum growth in the first generation, 48 h | AID 504832 | Potency, µM (top dose mostly 28.7 µM), for the others: at the top dose activity change, negative = inhibition, hits mostly inhibitors | actives 5.9% (n = 310,000) | P. falciparum luciferase growth in erythrocytes, 48 h; further: potency means the concentration at half of the fitted maximal effect; on the % scale 0 is the no-effect control and ±100 the full control effect
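Luminescence readout; reporter = integrated firefly luciferase in P. falciparum. RBC culture at 2% hematocrit, 0.1% parasitemia final, 37 C/5% CO2; decreased signal taken as growth inhibition.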
An asterisk follows results filed as active; [ ] = another dose, or the depositor's remark. Unless noted, the call rests on the fitted dose curve; in most records, active means well fitted curve in the direction sought with a large enough effect; inconclusive means small, poorly fitted or top-dose-only effect, or another doubt; inactive means no such curve, though single readings can be large; an effect the other way counts as inactive or inconclusive.

CCC/C(=N/NC(=O)c1ccc2c(c1)OCO2)c1cccs1 was read as Cycloheximide cs 96*, HCV inh 22%, Shiga toxin inh 89*, LmPK inh 2%, Pf growth 96h inconclusive, Tb PYK inh 4% and Pf growth 48h 78%[activator].
Screening CC1=C(C)[N+](=O)C2CCCCC2N1[O-] (stereo unspecified) returned Cycloheximide cs -1, HCV inh 7%, Shiga toxin inh -4, LmPK inh -11%, Tb PYK inh 2% and Pf growth 48h -5%.
Screening Cc1ccc(/C=N/n2c(C3CCCCC3)n[nH]c2=S)o1 returned Cycloheximide cs -3, HCV inh 8%, Shiga toxin inh 5, LmPK inh -12%, Pf growth 96h 2%, Tb PYK inh inconclusive and Pf growth 48h -7%.
`Cc1ccc(S(=O)(=O)N2CCCNCC2)cc1` gave Cycloheximide cs 4, HCV inh -9%, Shiga toxin inh 8, LmPK inh -3%, Pf growth 96h -6%, Tb PYK inh -10% and Pf growth 48h inconclusive.
Screening CNc1nc(Nc2ccc(C)c(Cl)c2)c2cnn(C)c2n1 returned Cycloheximide cs 12, HCV inh inconclusive, Shiga toxin inh -4, LmPK inh 1%, Pf growth 96h 0%, Tb PYK inh -6% and Pf growth 48h 2%.
Screening Nc1c(S(=O)(=O)c2cccs2)c2nc3ccccc3nc2n1Cc1ccc2c(c1)OCO2 returned Cycloheximide cs -5, HCV inh inconclusive, Shiga toxin inh -41, LmPK inh 3%, Tb PYK inh 1% and Pf growth 48h 15µM*.
O=C(CSc1nc(=O)n(CCN2CCOCC2)c2c1CCCC2)Nc1ccc([N+](=O)[O-])cc1 was read as HCV inh -9%, Pf growth 96h 15%, Tb PYK inh 8% and Pf growth 48h 23%.
For NS(=O)(=O)c1ccc(CNC(=O)C2CCCCC2)cc1 the results were Cycloheximide cs -1, HCV inh 1%, Shiga toxin inh -9, LmPK inh -2%, Tb PYK inh 3% and Pf growth 48h 9%.
For COc1cccc(/C=N/Nc2nc(N3CCCC3)nc(N3CCCC3)n2)c1O the results were Cycloheximide cs 3, HCV inh -29%, Shiga toxin inh 23, LmPK inh 1%, Pf growth 96h -17%, Tb PYK inh -5% and Pf growth 48h inconclusive.
`CCCC1=C(C(=O)OCC)C(c2cccnc2)n2nc(C)nc2N1` (stereo unspecified) gave Cycloheximide cs -2, HCV inh 6%, Shiga toxin inh 5, LmPK inh -5%, Pf growth 96h -11%, Tb PYK inh -3% and Pf growth 48h -2%.
Screening C/C(=N\NC(N)=S)c1ccc2c(c1)OCCO2 returned Cycloheximide cs 26*, HCV inh inconclusive, Shiga toxin inh 43*, LmPK inh 0%, Pf growth 96h inconclusive, Tb PYK inh -11% and Pf growth 48h -14%.
CCOc1c(Br)cc(/C=C(\C#N)C(=O)NC2CC2)cc1OC was read as Cycloheximide cs 15, HCV inh -19%, Shiga toxin inh 21, LmPK inh -3%, Pf growth 96h inconclusive, Tb PYK inh -6% and Pf growth 48h inconclusive.
Screening CC(=O)Oc1ccc(C(=O)Nc2cccc3c2CCCC3)cc1 returned Cycloheximide cs 0, HCV inh 5%, Shiga toxin inh 12, LmPK inh 0%, Pf growth 96h 8%, Tb PYK inh 1% and Pf growth 48h 5%.
`Cc1c(C(=O)N2CCCCCC2)c(S(=O)(=O)Nc2cccc(F)c2)c(C)n1C` gave Cycloheximide cs -1, HCV inh 5%, Shiga toxin inh -10, LmPK inh -4%, Pf growth 96h 30%, Tb PYK inh 10% and Pf growth 48h 4%.
O=C(COC(=O)c1ccc(O)cc1O)NC(=O)NCc1ccccc1 was read as HCV inh inconclusive, Pf growth 96h inconclusive, Tb PYK inh 3% and Pf growth 48h -1%.
Screening O=C(NCCN1CCOCC1)c1ccc2c(c1)N(Cc1ccc(Cl)cc1)C(=O)CS2 returned Cycloheximide cs -3, HCV inh -18%, Shiga toxin inh -11, LmPK inh 5%, Pf growth 96h inconclusive, Tb PYK inh -2% and Pf growth 48h -24%.
Cc1ccc(C)c(NC(=S)NC(NC(=O)OCc2ccccc2)C(Cl)(Cl)Cl)c1 (stereo unspecified) was read as Cycloheximide cs -1, HCV inh inconclusive, Shiga toxin inh -6, LmPK inh 1%, Pf growth 96h 9.3µM*, Tb PYK inh -23% and Pf growth 48h inconclusive.
`O=C(Nc1ccccc1)c1cn2ccccc2n1` gave Cycloheximide cs 7, HCV inh 3%, Shiga toxin inh 7, LmPK inh 16µM*, Pf growth 96h 338%[activator], Tb PYK inh -22% and Pf growth 48h 38%[activator].
O=C(CCCN1C(=O)/C(=C\c2cccs2)SC1=S)Nc1ccccn1 was read as Cycloheximide cs -3, HCV inh 25µM*, Shiga toxin inh -9, LmPK inh 9%, Pf growth 96h 6%, Tb PYK inh 3% and Pf growth 48h inconclusive.
`CCOC(=O)COc1c(OC)cc(Cl)cc1C1Nc2ccccc2C(=O)N1c1ccccc1` (stereo unspecified) gave Cycloheximide cs -3, HCV inh -62%, Shiga toxin inh -9, LmPK inh -1%, Pf growth 96h inconclusive and Tb PYK inh -13%.
Screening COC(=O)c1ccccc1N(Cc1ccccc1)S(C)(=O)=O returned Cycloheximide cs -2, HCV inh 8%, Shiga toxin inh -11, LmPK inh -7%, Pf growth 96h 31%[activator], Tb PYK inh -15% and Pf growth 48h 7%.
`c1ccc(-c2onc3cc4c(cc23)OCCO4)cc1` gave Cycloheximide cs 35*, HCV inh inconclusive, Shiga toxin inh active, LmPK inh -18%, Pf growth 96h 39%[activator], Tb PYK inh -4% and Pf growth 48h 166%[activator].
Screening COc1cc2c(C(=O)N(C)c3cc(Cl)ccc3OC)cn(C)c(=O)c2cc1OC returned Cycloheximide cs -3, HCV inh -6%, Shiga toxin inh -4, LmPK inh 1%, Pf growth 96h inconclusive, Tb PYK inh 2% and Pf growth 48h 19%.
Screening COCCn1c(=O)c2c(nc3n2CCCN3CCc2ccccc2)n(C)c1=O returned Cycloheximide cs 1, HCV inh -12%, Shiga toxin inh -5, LmPK inh 1%, Pf growth 96h -28%, Tb PYK inh 0% and Pf growth 48h -18%.
`COCCCNC(=O)c1ccc(CNS(=O)(=O)c2ccc(NC(C)=O)cc2)cc1` gave Cycloheximide cs 19, HCV inh 16%, Shiga toxin inh -12, LmPK inh -6%, Pf growth 96h -11%, Tb PYK inh 1% and Pf growth 48h 7%.
Screening O=C(c1cnccn1)N1CCCC(N2CCN(c3cccc(Cl)c3)CC2)C1 (stereo unspecified) returned Cycloheximide cs 10, HCV inh 11%, Shiga toxin inh -16, LmPK inh 2%, Pf growth 96h 36%[activator], Tb PYK inh -2% and Pf growth 48h -3%.
Screening CC(C)(C)CC(=O)Nc1nnc(SCC(=O)Nc2ccccc2F)s1 returned Cycloheximide cs 5, HCV inh -14%, Shiga toxin inh 38, LmPK inh -1%, Pf growth 96h -24%, Tb PYK inh 1% and Pf growth 48h inconclusive.
CC(=O)c1ccc(N2CCN(c3ncccn3)CC2)cc1 was read as Cycloheximide cs 29*, HCV inh -7%, Shiga toxin inh 48, LmPK inh 0%, Pf growth 96h 70%[activator], Tb PYK inh -2% and Pf growth 48h 80%[activator].
COC(=O)C(C)N(C(=O)c1ccc(Cl)cc1)c1c(C)cccc1C (stereo unspecified) was read as Cycloheximide cs -1, HCV inh -29%, Shiga toxin inh -20, LmPK inh 16%, Pf growth 96h inconclusive and Tb PYK inh 1%.
`Cc1nn(-c2ccccc2Cl)c2sc(C(=O)Nc3nnc(C4CC4)s3)cc12` gave Cycloheximide cs -1, HCV inh 2%, Shiga toxin inh 2, LmPK inh 6%, Pf growth 96h 10%, Tb PYK inh 1% and Pf growth 48h 9%.
C=CCSc1nnc(NC(=O)CSc2nc(CCC)cc(=O)[nH]2)s1 was read as Cycloheximide cs -2, HCV inh 15%, Shiga toxin inh 7, LmPK inh 2%, Tb PYK inh -5% and Pf growth 48h -16%.
C/C(CC(=O)NC(C)(C)C)=N\NC(N)=S was read as Cycloheximide cs 1, HCV inh 17%, Shiga toxin inh -2, LmPK inh -4%, Pf growth 96h 62%[activator], Tb PYK inh -4% and Pf growth 48h -25%.
Nc1nc(SCC(=O)c2ccc(F)cc2)n[nH]1 was read as Cycloheximide cs 12, HCV inh 12%, Shiga toxin inh -1, LmPK inh -3%, Pf growth 96h 14%, Tb PYK inh -3% and Pf growth 48h 7%.
For O=C(OCC(=O)c1ccc[nH]1)c1cncc(Br)c1 the results were HCV inh 6%, Pf growth 96h -9%, Tb PYK inh 0% and Pf growth 48h 0%.
CCNC(=O)COC(=O)c1csc2c1CCCC2 was read as Cycloheximide cs 9, HCV inh 9%, Shiga toxin inh 20, LmPK inh -5%, Pf growth 96h 20%, Tb PYK inh 1% and Pf growth 48h 13%.
`CCOC(=O)c1c(NC(=O)C2c3ccccc3Oc3ccccc32)sc(C(=O)N(CC)CC)c1C` gave Cycloheximide cs 8, HCV inh 7.1µM*, Shiga toxin inh 18, LmPK inh 3%, Pf growth 96h 0.93µM*, Tb PYK inh -11% and Pf growth 48h 1.5µM*.
`CCOc1ccc(NC(=O)c2ccc(OC)cc2)cc1` gave Cycloheximide cs 43*, HCV inh 3%, Shiga toxin inh 61*, LmPK inh 0%, Pf growth 96h inconclusive, Tb PYK inh 2% and Pf growth 48h 30%[activator].
`COC(=O)c1ccc(NC(=O)CCN2CCN(c3ccccc3)CC2)cc1` gave Cycloheximide cs -2, HCV inh -14%, Shiga toxin inh 4, LmPK inh 5%, Pf growth 96h -26%, Tb PYK inh -3% and Pf growth 48h inconclusive.
For CC1=C(C(=O)OC2CCCCC2)C(c2ccccc2)NC(=O)N1 (stereo unspecified) the results were Cycloheximide cs 4, HCV inh 10µM*, Shiga toxin inh -5, LmPK inh 1%, Pf growth 96h 9.3µM*, Tb PYK inh -9% and Pf growth 48h 8%.
Screening Cc1cc(C)c(S(=O)(=O)n2c([N+](=O)[O-])cnc2C)cc1C returned Cycloheximide cs -1, HCV inh 7%, Shiga toxin inh -9, LmPK inh 0%, Pf growth 96h inconclusive, Tb PYK inh 6% and Pf growth 48h -9%.

As a short view, part of the list above.
For CC1=C(C(=O)OC2CCCCC2)C(c2ccccc2)NC(=O)N1 (stereo unspecified) the results were Cycloheximide cs 4, HCV inh 10µM*, Shiga toxin inh -5, LmPK inh 1%, Pf growth 96h 9.3µM*, Tb PYK inh -9% and Pf growth 48h 8%.
Screening Cc1cc(C)c(S(=O)(=O)n2c([N+](=O)[O-])cnc2C)cc1C returned Cycloheximide cs -1, HCV inh 7%, Shiga toxin inh -9, LmPK inh 0%, Pf growth 96h inconclusive, Tb PYK inh 6% and Pf growth 48h -9%.

Continued:
COc1ccc(N2CCN(CC(=O)NC(C)c3ccccc3)CC2)cc1 (stereo unspecified) was read as Cycloheximide cs 0, HCV inh 9%, Shiga toxin inh -5, LmPK inh -19%, Pf growth 96h 0%, Tb PYK inh -2% and Pf growth 48h -1%.
For COc1cccc(C(=O)NCCNC(=O)c2cnccn2)c1 the results were Cycloheximide cs -5, HCV inh 0%, Shiga toxin inh 9, LmPK inh 4%, Pf growth 96h 0%, Tb PYK inh 6% and Pf growth 48h 6%.
Screening CCOC(=O)Cc1csc(NC(=O)c2ccc([N+](=O)[O-])cc2[N+](=O)[O-])n1 returned Cycloheximide cs 1, HCV inh -10%, Shiga toxin inh -10, LmPK inh -3%, Pf growth 96h inconclusive, Tb PYK inh -2% and Pf growth 48h 0%.
Screening O=C(Cn1ncc2c([nH]c3ccccc32)c1=O)N1CCCCC1 returned Cycloheximide cs 19, HCV inh 12%, Shiga toxin inh 4, LmPK inh -1%, Pf growth 96h 18%, Tb PYK inh -16% and Pf growth 48h 39%[activator].

Screening results (PubChem)
